Screening data: PubChem BioAssay, several laboratories
M5 ag = human M5 muscarinic receptor agonists, primary screen, CHO-K1 cells, Fluo-8 calcium fluorescence. CHO-K1 hM5 cells; 0% DMSO wells, 100% maximal acetylcholine response. 360,000 compounds, 0.19% hits. activation, % at 3 µM;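 active = activation above the run's mean over test compounds plus 3 SD, cut at about 23% in these data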;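 note: signal is peak over basal fluorescence ratio across the kinetic read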
Target sequence (P08912 whole entry, looked up): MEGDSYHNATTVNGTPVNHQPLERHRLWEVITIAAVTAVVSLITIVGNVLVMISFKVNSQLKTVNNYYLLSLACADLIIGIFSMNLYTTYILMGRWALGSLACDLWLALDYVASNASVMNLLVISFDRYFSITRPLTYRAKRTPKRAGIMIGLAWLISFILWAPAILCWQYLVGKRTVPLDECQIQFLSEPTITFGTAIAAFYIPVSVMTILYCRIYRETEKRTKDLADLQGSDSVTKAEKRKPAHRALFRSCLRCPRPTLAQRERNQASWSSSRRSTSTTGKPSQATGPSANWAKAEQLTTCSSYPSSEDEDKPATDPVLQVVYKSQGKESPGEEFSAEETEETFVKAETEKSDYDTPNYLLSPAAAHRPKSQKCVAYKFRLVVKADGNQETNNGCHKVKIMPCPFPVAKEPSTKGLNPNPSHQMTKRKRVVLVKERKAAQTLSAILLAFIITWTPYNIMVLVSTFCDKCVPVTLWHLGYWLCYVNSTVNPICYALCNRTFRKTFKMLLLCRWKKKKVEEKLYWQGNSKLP
M5 antag = human M5 muscarinic receptor antagonists, primary screen, CHO cells, Fluo-8 calcium fluorescence; AID 624040, 2012; 360,000 compounds, 0.59% hits; inhibition, % at 3 µM; CHO-hM5 cells, ACh EC80; Muscarinic acetylcholine receptor M5 (Homo sapiens), P08912;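 active = inhibition above a per-plate cutoff, the mean of that plate's test compounds plus 3 SD, cut at about 27% in these data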;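 note: 0% = acetylcholine EC80 with DMSO and 100% = DMSO without agonist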
M1 antag = human M1 muscarinic receptor antagonists, primary screen, CHO-K1 cells, Fluo-8 calcium fluorescence, 1536-well. Muscarinic acetylcholine receptor M1 (Homo sapiens), P11229. AID 588852, 2011. inhibition, % at 3 µM. 360,000 compounds, 1.3% hits. CHO-K1 hM1, ACh EC80 antagonist;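 active = percent inhibition above its own plate's cutoff, namely the mean of that plate's compound wells plus 3 SD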;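 note: peak over basal fluorescence ratio during 140 s after agonist addition; 0% = ACh EC80 plus DMSO and 100% = DMSO alone without agonist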
M4 PAM = human M4 muscarinic receptor positive allosteric modulators, primary screen, CHO-K1 cells, Fluo-8 calcium fluorescence; Muscarinic acetylcholine receptor M4 (Homo sapiens), P08173; CHO-K1 hM4/Gqi5, ACh EC20; 0% = ACh EC20, 100% = maximal ACh; activation, % at 3 µM; 360,000 compounds, 0.4% hits; AID 624126, 2012;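 active = activation above its plate's cutoff, the mean activation of sample wells plus 3 SD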; note: some results filed as inactive read as strong as hits
Target sequence (P08173 whole entry, looked up): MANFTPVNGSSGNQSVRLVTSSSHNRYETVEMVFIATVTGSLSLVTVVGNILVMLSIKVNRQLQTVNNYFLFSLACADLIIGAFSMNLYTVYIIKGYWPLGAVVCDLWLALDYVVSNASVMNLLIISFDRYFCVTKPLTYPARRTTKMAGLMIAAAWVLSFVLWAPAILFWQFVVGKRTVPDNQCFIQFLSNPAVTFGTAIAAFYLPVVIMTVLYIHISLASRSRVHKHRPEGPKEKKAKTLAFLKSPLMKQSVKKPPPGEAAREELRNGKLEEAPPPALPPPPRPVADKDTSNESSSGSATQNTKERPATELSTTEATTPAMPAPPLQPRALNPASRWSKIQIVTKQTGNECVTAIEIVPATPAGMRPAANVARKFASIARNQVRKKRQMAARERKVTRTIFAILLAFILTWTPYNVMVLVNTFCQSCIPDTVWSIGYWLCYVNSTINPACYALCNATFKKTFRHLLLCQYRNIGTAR
CRFBP-R2 agonist = agonists of CRF-BP/CRF-R2 complex, primary screen, cell-based, HEK293, calcium dye fluorescence, uHTS. calcium dye fluorescence (FLIPR); percent of saturating CRF peptide response. activation, % at 13.2 µM. 350,000 compounds, 0.46% hits;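 active = activation of at least 50%, plus an integration ratio under a set limit after plate pattern correction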;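 note: plate controls were neutral control wells without compound for no effect and CRF at EC100 for full effect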
CHRM4 agonist = human M4 muscarinic receptor agonists, primary screen, CHO-K1 cells, Fluo-8 calcium fluorescence; Muscarinic acetylcholine receptor M4 (Homo sapiens), P08173; CHO-K1 hM4/Gqi5; vehicle 0%, full acetylcholine response 100%; activation, % at 3 µM; 360,000 compounds, 0.14% hits;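 active = activation above the run mean over all test wells plus 3 SD, cut at about 32% in these data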;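 note: peak over basal fluorescence ratio per well then scaled between controls; 0% = DMSO wells and 100% = acetylcholine at EC100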
M5 PAM = human M5 muscarinic receptor positive allosteric modulators, primary screen, CHO-K1 cells, Fluo-8 calcium fluorescence; CHO-K1 hM5, ACh EC20 PAM; 0% = ACh EC20, 100% = ACh EC100; activation, % at 3 µM; 360,000 compounds, 0.3% hits; AID 624038, 2012;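 active = activation above the run cutoff, the mean activation of all test compounds plus 3 SD, cut at about 18% in these data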
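Assay system – human M5 receptor in CHO-K1 cells · Read-out – % activation, ACh-normalized · Technique – Fluo-8 calcium fluorescence · Dosing – single-point, 3 µM nominal · Incubation – Fluo-8 loading 80 min at 37 °C plus 30 min room temperature · Repeats – singlicate, one well per test compound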
M1 PAM = human M1 muscarinic receptor positive allosteric modulators, primary screen, CHO-K1 cells, Fluo-8 calcium fluorescence, 1536-well. Muscarinic acetylcholine receptor M1 (Homo sapiens), P11229. CHO-K1 hM1, ACh EC20; 0% = ACh EC20, 100% = maximal ACh. activation, % at 3 µM. 360,000 compounds, 0.088% hits; in the data active = activation above about 19%, passing the limit was not always enough
CHRM4 antagonist = human M4 muscarinic receptor antagonists, primary screen, CHO cells, Fluo-8 calcium fluorescence; AID 624125, 2012; 360,000 compounds, 0.73% hits; inhibition, % at 3 µM; CHO-hM4 cells, ACh EC80;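 active = inhibition above its plate's cutoff, the mean inhibition of sample wells plus 3 SD, cut at about 27% in these data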;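 note: 0% = acetylcholine EC80 with DMSO and 100% = DMSO without agonist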
Starred values were filed as active, the others as inactive; · = no result given. An unsorted share of the library, and some 2.8% of all compounds hit somewhere here.

SMILES	M5 ag	M5 antag	M1 antag	M4 PAM	CRFBP-R2 agonist	CHRM4 agonist	M5 PAM	M1 PAM	CHRM4 antagonist
CC(C)C(c1nnnn1C1CCCCC1)N1CCc2ccccc21 (stereo not drawn)	-2	-1	-30	14	-0.4	-2	-2	9	-11
O=C(C[n+]1ccc(-c2nnc3n2CCCCC3)cc1)c1ccc(Cl)cc1	1	-4	-4	-2	4.8	0	10	3	2
CCOCc1nnc(NC(=O)c2cc(C(=O)OC)cc([N+](=O)[O-])c2)s1	-1	3	7	-5	1.5	0	1	-12	4
Cc1ccc(NC(=O)Cc2ccc(F)cc2)cc1	-2	-2	-8	0	0.3	-1	10	11	4
O=C(O)c1ccc(COc2ccc(CO)cc2Cl)cc1	2	-2	-3	0	-0.7	1	-1	2	-2
COc1ccc(C(=O)Nc2nnc(C3=COCCO3)o2)cc1	-1	10	-8	1	-0.6	0	-6	7	4
Cc1cccc(NS(=O)(=O)c2cc3c(cc2C)N(C)CCO3)c1	4	-4	-2	-3	0.2	3	0	6	-3
Cc1[nH]c2ccccc2c1C(c1ccccn1)N1CCC(C(N)=O)CC1 (stereo not drawn)	-3	-3	-14	10	2.9	1	0	10	-11
Cc1cccc(NC(=O)CSc2nc3c([nH]c4ccccc43)c(=O)n2C)c1	-3	-2	11	-1	-1.2	-1	1	-14	4
O=S(=O)(Nc1cccc(-c2ccc(N3CCOCC3)nn2)c1)c1cc(Cl)ccc1Cl	1	-2	21	6	0.4	0	3	-6	4
COc1cc([N+](=O)[O-])ccc1NC(=O)Cc1ccc(C)cc1	-5	12	-6	-6	0.8	-1	-7	0	1
COC(=O)c1cc(S(=O)(=O)NCc2ccccc2)cn1C	5	-5	-7	4	-2.7	1	-5	-2	-14
COc1ccc(C=NNc2nc3c([nH]2)c(=O)n(C)c(=O)n3C)cc1	5	4	0	-2	-2.0	4	-2	-3	0
NC(=O)C1CCN(C(=O)c2cccc(S(=O)(=O)N3CCCC3)c2)CC1	2	13	-15	10	1.9	2	-2	10	-10
COc1ccc(CCNC(=O)CCCOc2cccc(C)c2C)cc1OC	-2	4	5	10	0.0	2	-4	3	-2
Cc1cccc(-c2cnc(C(O)c3ccc4ccccc4c3)[nH]2)c1 (stereo not drawn)	1	11	-13	0	·	3	-3	7	-3
CC1=C(C#N)C(C)(C)C(C#N)=C(C)N1	0	8	-5	-3	0.7	0	-3	5	-2
O=C(CCNC(=O)N1CC(=O)Nc2ccccc21)NCCc1ccc(Cl)cc1	-1	6	-10	4	-1.0	1	-5	10	0
N#C/C(=C(/O)c1cccs1)c1nnc2n1CCCCC2	-1	6	-7	1	-0.3	0	-3	17	-4
C=CCNC(=S)NNC(=O)c1cccn(Cc2ccc(Cl)cc2Cl)c1=O	0	4	-14	9	18	8	1	1	-7

Single records, as listed above. Order of screens: M5 ag, M5 antag, M1 antag, M4 PAM, CRFBP-R2 agonist, CHRM4 agonist, M5 PAM, M1 PAM, CHRM4 antagonist
COc1ccc(C(=O)Nc2nnc(C3=COCCO3)o2)cc1 is listed with -1, 10, -8, 1, -0.6, 0, -6, 7, 4
Cc1cccc(NS(=O)(=O)c2cc3c(cc2C)N(C)CCO3)c1 is listed with 4, -4, -2, -3, 0.2, 3, 0, 6, -3

Results in M1 PAM, for some of the entries so far:
mol | M1 PAM
COc1cc([N+](=O)[O-])ccc1NC(=O)Cc1ccc(C)cc1 | 0
COc1ccc(C(=O)Nc2nnc(C3=COCCO3)o2)cc1 | 7
CC1=C(C#N)C(C)(C)C(C#N)=C(C)N1 | 5
O=S(=O)(Nc1cccc(-c2ccc(N3CCOCC3)nn2)c1)c1cc(Cl)ccc1Cl | -6

Continued:
SMILES	M5 ag	M5 antag	M1 antag	M4 PAM	CRFBP-R2 agonist	CHRM4 agonist	M5 PAM	M1 PAM	CHRM4 antagonist
O=C(CCN1CCN(c2ccccc2)CC1)c1ccc(Cl)cc1	-2	11	4	-6	-2.0	2	-3	-5	4
CCN(CC)C(=O)CN(C#N)c1nc(Cl)nc(N(C)C)n1	0	15	8	15	0.5	3	-4	-1	-3
CC(=O)c1cn(CCOc2cc(C)ccc2C)c2ccccc12	0	33*	26*	-17	6.7	12	-23	-10	17
CCOC(=O)c1ccccc1NC(=O)Cn1cnc2c1c(=O)n(C)c(=O)n2C	4	3	5	-5	-0.2	7	-5	1	-11
Cc1ccc(NC(=O)CN(Cc2ccccc2)S(C)(=O)=O)cc1C	-2	7	-2	2	2.8	1	-7	4	-1
O=C(NCc1ccccn1)C1CC(c2ccccc2O)=NO1 (stereo not drawn)	0	6	0	5	-2.3	2	0	5	0
CCCCn1c(N)c(N(CCOC)C(=O)CC(NC(=O)c2ccccc2Cl)c2ccccc2)c(=O)[nH]c1=O (stereo not drawn)	3	4	-5	4	-0.9	0	-6	13	3
CC1CCCN(CC(=O)NNC(=O)COc2ccc(Br)cc2)C1 (stereo not drawn)	0	5	-1	2	-1.0	1	0	0	-4
CCC(C)N=CC1=C(O)CC(c2ccccc2)CC1=O (stereo not drawn)	-2	-5	-5	-1	-1.1	1	-2	5	4
CC(C)CC(=O)Nc1ccc2c(c1)nc(CCN1CCCCC1)n2C	-5	6	-28	-5	-0.7	0	5	11	8
CCCCOC(=O)c1nnc(-c2ccccc2)o1	-1	4	-5	-4	-0.7	0	8	2	-7
CCCC(CCC)C(=O)Nc1ccncc1	-2	0	-9	7	2.3	1	-4	9	-6
CCOC(=O)C1CCN(S(=O)(=O)CCNC(=O)c2ccccc2)CC1	-2	-8	11	-6	-0.6	1	3	-2	16
COc1ccc(-c2cnnc(N/N=C/c3ccc(O)c(OC)c3)n2)cc1	-1	9	2	-8	-0.2	7	-12	-5	-5
CSc1ncnc2c1ncn2CCCN1CCN(Cc2c(C)cc(C)cc2C)CC1	-2	-10	-8	-13	0.1	7	-3	1	-8
COc1ccccc1NC(=O)CCCN1C(=O)C2CC=CCC2C1=O (stereo not drawn)	-2	7	-5	-1	-1.4	1	-6	1	7
O=C(O)/C=C/c1cn(-c2ccccc2)nc1-c1cc2ccccc2oc1=O	1	5	1	-2	-1.0	0	1	0	5
COc1ccccc1C1SCCN1S(C)(=O)=O (stereo not drawn)	1	-7	-5	9	0.7	0	3	10	4
O=C(COC(=O)c1cc([N+](=O)[O-])ccc1N1CCOCC1)NCCc1ccccc1	-3	7	-2	0	-0.4	2	-9	3	-3
COC(=O)[C@@]1(Cc2ccc(F)cc2)[C@H]2c3cc(C(=O)N4CCCC4)n(Cc4ccc(Cl)c(C(F)(F)F)c4)c3C[C@H]2CN1C(=O)c1ccccc1	3	-7	·	4	·	2	1	·	-13

Three structures from above, arranged by heavy-atom count, high to low.
SMILES	M5 ag	M5 antag	M1 antag	M4 PAM	CRFBP-R2 agonist	CHRM4 agonist	M5 PAM	M1 PAM	CHRM4 antagonist
CSc1ncnc2c1ncn2CCCN1CCN(Cc2c(C)cc(C)cc2C)CC1	-2	-10	-8	-13	0.1	7	-3	1	-8
CC1CCCN(CC(=O)NNC(=O)COc2ccc(Br)cc2)C1 (stereo not drawn)	0	5	-1	2	-1.0	1	0	0	-4
CCN(CC)C(=O)CN(C#N)c1nc(Cl)nc(N(C)C)n1	0	15	8	15	0.5	3	-4	-1	-3

Next results
SMILES	M5 ag	M5 antag	M1 antag	M4 PAM	CRFBP-R2 agonist	CHRM4 agonist	M5 PAM	M1 PAM	CHRM4 antagonist
CCC(=O)N(c1nnc(SCC(=O)Nc2ccccc2Cl)s1)C1CC1	-5	-1	3	2	0.1	1	4	2	-1
Cc1ccc(NC(=S)NC2CCSc3ccccc32)cc1C (stereo not drawn)	-5	28*	79*	-18	0.1	6	-19	-22	52*
CN(CC(=O)Nc1ccc(Cl)c(Cl)c1)Cc1nnc(-c2ccc(F)cc2)o1	2	8	1	-5	-0.8	11	-8	-1	-8
O=c1c([N+](=O)[O-])c(O)c2cccc3c2n1CCC3	0	-3	0	-6	0.6	-1	-4	-1	-1
Cc1csc(NC(=O)c2ccco2)n1	0	4	-14	17	0.4	1	2	15	-5
CC(=O)Nc1ccc(S(=O)(=O)Nc2ccc(C)c([N+](=O)[O-])c2)cc1	-1	3	-6	-3	-1.0	3	1	8	1
COc1ccc(S(=O)(=O)N(C)CC(=O)N2CCCCC2)cc1Cl	-4	-7	-14	0	-1.7	1	0	8	-9
CCCC[C@@H]1C=C(C(=O)O)[C@H](c2ccc3c(c2)OCO3)N1S(=O)(=O)c1ccc(C)cc1	3	2	-1	4	-6.1	0	3	21	-5
O=C(c1ccccc1Cl)N1CCC(O)(c2cccnc2)CC1	-2	-3	-1	11	3.1	1	1	5	-13
Oc1oc(-c2ccccc2)nc1C=NCc1ccccc1	-2	-5	-18	-5	0.8	1	-5	-2	-2
COc1cc2c(cc1OC)C(C)N(C(=S)Nc1ccccc1)CC2 (stereo not drawn)	-1	-11	-6	1	-0.7	0	1	8	-6
Cc1ccc2nc3c(cc(C#N)c(=O)n3-c3nccs3)c(=O)n2c1	0	-1	-20	11	-0.5	0	2	13	-1
CC(C)C1(C)C(=O)N=C2c3ccccc3C(=O)N21 (stereo not drawn)	0	3	-14	-2	0.3	1	-1	12	10
CCOC(=O)/C(C#N)=C1/C=Cc2ccccc2N1CC	-2	0	-26	-4	0.6	2	-6	5	6
CN(Cc1cnn(-c2ccc(F)cc2)c1)C(=O)[C@H]1O[C@@H](n2ccc(=O)[nH]c2=O)[C@H](O)[C@@H]1O	0	7	-2	-5	·	0	-8	3	-6
O=C(Nc1cc(Cl)ccc1Cl)C1CC(=O)N(c2ccc(Br)cc2)C1 (stereo not drawn)	2	-7	-5	9	-0.2	0	8	11	10
COc1cccc(/C=C2\SC(=O)N(CC(=O)NC3C=CS(=O)(=O)C3)C2=O)c1 (stereo not drawn)	-3	7	-21	1	-0.3	3	1	20	-3
